LGR2 antag – Drosophila LGR2 receptor signaling inhibition; actives 0.35% (n = 380,000); AID 720647; inhibition, % at 9.99 µM; HEK293 LGR2, CRE-luciferase, bursicon-stimulated, 4 h;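 active = drop in luminescence signal, shown as inhibition above about 50% in the replicate tests, limit read from the data, passing the limit was not always enough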;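 note: agonist challenge used bursicon conditioned medium at about half maximal strength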
ARNT TACC3 PPI – disruptors of human ARNT/TACC3 interaction; Q9Y6A5; AlphaScreen His-ARNT PAS-B/GST-TACC3 binding, luminescence; TACC3 fragment carries E629A point mutation; inhibition, % at 9.99 µM; actives 0.66% (n = 390,000); AID 623870;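 active = mean inhibition of replicates at least 50% and at least half of replicates each reaching 50%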;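 note: 0% = complete ARNT plus TACC3 wells and 100% = ARNT alone without TACC3; many hits fall short of the cut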
PGC1a acetyl inh – modulators of PGC1a acetylation | U2OS PGC1a acetylation, AlphaScreen anti-acetyl-lysine; with virally co-expressed GCN5 acetyltransferase | inhibition, % at 15.6 µM | actives 0.17% (n = 350,000);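 active = every replicate shows inhibition of at least 40%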;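 note: 0% = neutral control wells and 100% = positive control wells; some results beyond the cut were filed as inactive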
Cneo AK release – causes C. neoformans cell lysis; actives 0.2% (n = 360,000); lysis activity, % at 15 µM; adenylate kinase release luminescence, 4 h; normalised: neutral wells 0, clomiphene wells 100; AID 651654;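 active = mean lysis activity across replicates of at least 80%, whatever share of replicates individually reach that level; inactive = mean lysis activity below 80%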
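Material: C. neoformans cells | Amount: Yeast cell density of 5 × 10^6 cells/mL | Medium: Fresh YPD growth medium | Dosing: Single dose | Times: Static 4 h at 37 °C with compound, 1 h detection | Detection: AK luminescence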
INS-1E GSIS act – GLuc luminescence reporter in INS-1E cells, primary screen for activators of glucose-dependent secretion of insulin. activation, % at 16.6 µM. AID 743287. actives 0.61% (n = 370,000). INS-1E GLuc reporter insulin secretion, 2-3 h;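 active = lowest replicate activation of at least 40%, so every replicate reaches that level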;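 note: 0% = median of neutral control wells and 100% = median of IBMX positive control wells; some compounds called inactive have numbers as strong as hits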
Statin myotox sup – suppression of simvastatin myotoxicity; C2C12 myotubes + simvastatin, ATP luminescence, 48 h; scaled: DMSO 0, geranylgeraniol control 100; rescue of ATP level, % at 7.49 µM; actives 0.78% (n = 330,000); AID 602340;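 active = mean ATP rescue above about 67%, or every replicate alone reaching that limit, limit read from the data, passing the limit was not always enough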;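 note: myotubes were challenged with 10 µM simvastatin during compound exposure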
PAX8 reporter – inhibitors of PAX8 transcriptional activity in RMG-I cells | inhibition, % at 12.6 µM | RMG-I TPO-luciferase reporter, SteadyGlo, 24 h | AID 652154 | actives 1.2% (n = 360,000);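 active = mean replicate inhibition at least 60% with every replicate also reaching 60%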;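 note: luciferase light reporting Pax8 driven TPO promoter activity; plate controls were median of neutral control wells for no effect and mitoxantrone controls for full effect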
PglD inh – PglD (C. jejuni) enzyme inhibition; purified PglD enzyme, DTNB colorimetric CoA detection; inhibition, % at 12.5 µM; actives 0.098% (n = 360,000); AID 602405; in the data active = inhibition above about 16%, passing the limit was not always enough; note: strong numbers were not always called active
* hit, by the source's call; · = not tested or not shown.

No.	structure	LGR2 antag	ARNT TACC3 PPI	PGC1a acetyl inh	Cneo AK release
1	O=C1CC(=O)Nc2ccccc2N1	4.7	·	11.3	0.7
2	COc1ccc(CCNC(=O)c2ccccc2NS(=O)(=O)c2cc(C(=O)O)ccc2OC)cc1	4.0	0.1	-19.1	-0.3
3	COc1ccc(C(=O)N/C(=C\c2cc(OC)c(OC)cc2[N+](=O)[O-])C(=O)NCCO)cc1	-12.8	-7.8	·	·
4	C[C@@H]1CN([C@H](C)CO)C(=O)c2c(c3ccccc3n2C)-c2ccccc2CO[C@@H]1CN(C)C(=O)c1ccccc1	0.5	9.9	-57.7	2.0
5	CO[C@@H]1CN(C)C(=O)c2ccc(NC(=O)c3ccccc3)cc2OC[C@@H](C)N(C(C)=O)C[C@H]1C	-8.8	-5.2	2.7	3.8
6	Cc1ccc(C(NC(=O)c2ccccc2)C(Cl)(Cl)Cl)cc1 (stereo not drawn)	2.2	2.8	-9.4	-0.6
7	CN(CC1COc2ccccc2O1)C(=S)NC1CCCCC1 (stereo not drawn)	-7.6	-2.2	8.3	3.6
8	CCOc1ccccc1NC(=O)C(OC(=O)c1ccc(N(C)C)cc1)c1ccccc1 (stereo not drawn)	10.4	6.9	1.6	1.1
9	COc1ccc(N/C(C)=C/C(=O)c2ccccc2)cc1	-23.9	3.2	1.8	-2.2
10	COCC(=O)Nc1ccc2c(c1)C(=O)N(C)C[C@@H](OC)[C@@H](C)CN(Cc1cccc(F)c1)[C@H](C)CO2	-8.6	-6.6	6.0	-2.8

No.	INS-1E GSIS act	Statin myotox sup	PAX8 reporter	PglD inh
1	17.4	2.1	-1.2	-4.1
2	-13.9	1.0	9.3	-5.5
3	36.5	·	5.5	·
4	-14.7	9.0	·	2.2
5	-10.3	-9.7	·	2.0
6	-11.0	4.5	19.8	0.3
7	-62.6	·	-31.8	-1.1
8	-8.2	0.2	11.6	4.9
9	41.1	·	-78.8	-0.9
10	-4.8	-2.1	5.7	-0.2

Additional entries follow.
No.	structure	LGR2 antag	ARNT TACC3 PPI	PGC1a acetyl inh	Cneo AK release
11	COc1cccc(C(c2c(O)nc(SC)n(C)c2=O)c2c(O)nc(SC)n(C)c2=O)c1	·	-1.7	·	0.3
12	O=C(Nc1ccccc1F)N[C@@H]1CC[C@@H](CC(=O)N2CCCCC2)O[C@@H]1CO	4.9	3.3	-1.4	19.3
13	CN(C)CC(=O)N[C@H]1CC[C@H](CCn2cc(C3CCCCC3)nn2)O[C@H]1CO	-9.5	-6.4	10.7	-1.9
14	Fc1cccc(Cl)c1Cn1nnc2c(-n3ccnc3)ncnc21	-1.4	5.1	2.6	-0.4
15	O=C(c1cc2cc(Br)ccc2o1)N1CCCCC1	-87.7	-3.4	·	-8.1
16	COC(=O)c1cc(C(=O)OCC(=O)Nc2ccccc2OC(F)F)cc([N+](=O)[O-])c1	-7.0	-2.7	4.9	·
17	C[C@H]1CN([C@@H](C)CO)C(=O)c2cc(-c3ccc(F)cc3)cnc2O[C@@H]1CN(C)C(=O)c1cccnc1	-30.0	-2.9	3.3	2.5
18	Cc1cc(C)cc(NS(=O)(=O)c2ccc(NC(=O)c3ccccc3C(=O)O)cc2)c1	2.0	·	-1.0	9.7
19	O=C(O)c1ncc(-c2ccccc2)cn1	·	25.7	·	-2.5
20	Cc1ccc(C(=O)N(Cc2cccs2)C2CCS(=O)(=O)C2)cc1 (stereo not drawn)	4.5	25.9	-8.1	0.2

No.	INS-1E GSIS act	Statin myotox sup	PAX8 reporter	PglD inh
11	·	-1.7	·	2.7
12	-6.4	-11.8	11.1	-1.2
13	-8.1	3.2	-7.7	1.9
14	25.2	·	·	-2.1
15	4.9	·	-174.6	-7.1
16	-11.7	-0.1	-9.2	·
17	17.1	15.8	-4.0	-0.8
18	·	7.1	-6.6	4.2
19	·	-6.0	·	7.0
20	11.4	3.2	6.8	-4.5

Compound profiles, as listed above. Order of screens: LGR2 antag	ARNT TACC3 PPI	PGC1a acetyl inh	Cneo AK release	INS-1E GSIS act	Statin myotox sup	PAX8 reporter	PglD inh
O=C(Nc1ccccc1F)N[C@@H]1CC[C@@H](CC(=O)N2CCCCC2)O[C@@H]1CO as listed: 4.9	3.3	-1.4	19.3	-6.4	-11.8	11.1	-1.2
CCOc1ccccc1NC(=O)C(OC(=O)c1ccc(N(C)C)cc1)c1ccccc1 (stereo not drawn) as listed: 10.4	6.9	1.6	1.1	-8.2	0.2	11.6	4.9
Cc1ccc(C(=O)N(Cc2cccs2)C2CCS(=O)(=O)C2)cc1 (stereo not drawn) as listed: 4.5	25.9	-8.1	0.2	11.4	3.2	6.8	-4.5

Other compounds.
No.	structure	LGR2 antag	ARNT TACC3 PPI	PGC1a acetyl inh	Cneo AK release
21	O=C(Nc1ccc(C(F)(F)F)cc1)N[C@H]1CC[C@H](CCNC(=O)c2ccccc2F)O[C@@H]1CO	-25.0	-4.8	0.7	47.1
22	CC(C(=O)Nc1ccccc1Cl)c1ccc([N+](=O)[O-])cc1 (stereo not drawn)	13.3	4.9	·	·
23	CC(=O)N/C(=C\c1ccccc1)C(=O)OCC(=O)N(C)C1CCS(=O)(=O)C1 (stereo not drawn)	-53.4	-10.9	-1.8	3.2
24	O=C(CS(=O)(=O)Cc1ccccc1)Nc1nnc(C2CCCCC2)s1	·	-0.5	3.2	1.6
25	Cc1cccc(C2=NNC(=O)C(c3ccc(Cl)cc3)C2)c1 (stereo not drawn)	16.3	-3.2	·	·
26	CCCCCC(=O)Nc1cccc(C2=NOC3(C2)C[C@H](C(N)=O)N(C(=O)c2ccccc2C(=O)c2ccccc2)C3)c1 (stereo partly drawn)	-4.2	-5.9	-1.2	0.4
27	COc1ccccc1N(C)S(=O)(=O)c1ccc(Cl)c(C(=O)NCCCN2CCOCC2)c1	2.8	-0.7	·	3.3
28	CNc1nc(-c2cccc(C(=O)N(C)C)c2)cn2ccnc12	-9.5	·	1.4	-1.6
29	CCc1ccc(S(=O)(=O)NCC2(N3CCOCC3)CCCCC2)cc1	10.3	0.2	-2.3	-1.7
30	Cc1nn(Cc2ccc(C(=O)NN)o2)c(C)c1Cl	23.6	3.0	·	·

No.	INS-1E GSIS act	Statin myotox sup	PAX8 reporter	PglD inh
21	0.3	9.5	22.0	1.9
22	-10.5	·	1.7	·
23	6.9	3.6	15.8	1.7
24	·	0.5	-5.1	4.1
25	-39.2	·	24.4	·
26	-23.1	·	12.6	3.2
27	-17.7	1.7	2.2	-1.4
28	·	1.3	-6.3	-0.1
29	9.6	-8.5	-2.9	-2.1
30	7.7	·	-4.1	·

(next part)
No.	structure	LGR2 antag	ARNT TACC3 PPI	PGC1a acetyl inh	Cneo AK release
31	CCc1cccc(CC)c1NC(=O)C1CN(S(=O)(=O)c2ccccc2)CCN1S(=O)(=O)c1ccccc1 (stereo not drawn)	20.6	1.7	-3.4	-1.2
32	CCCC#Cc1ccc2c(c1)O[C@@H](CN(C)C(=O)C1CC1)[C@H](C)CN([C@H](C)CO)S2(=O)=O	14.7	-13.8	-10.1	5.6
33	O=C(NNC(=S)Nc1ccc(Cl)cc1)c1ccccc1OC(F)F	17.7	29.5	·	·
34	CCCNC(=O)N1[C@H](CO)[C@H](c2ccccc2-c2ccc(OC)cc2)[C@@H]1C#N	-4.1	·	9.4	·
35	Clc1ccc2nc(-c3cccc(Br)c3)c(Cc3ccsc3)n2c1	-74.0	·	8.0	-0.6
36	CCCc1cc(Nc2ccccc2C)n2ncnc2n1	-7.4	-7.2	-5.7	-3.3
37	CNC[C@@H]1Oc2ncc(C#Cc3ccccc3)cc2C(=O)N([C@H](C)CO)C[C@@H]1C	6.9	10.5	-0.9	2.8
38	CC(C)(C)c1ccc(C(=O)N2[C@H](COCc3ccccc3)C=CS2(=O)=O)cc1	-9.0	·	5.2	1.6
39	CN1c2ccc(-c3cccc(C#N)c3)cc2[C@@H]2[C@@H](CCN2C(=O)Cc2ccccn2)[C@@H]1CO	1.7	-7.7	-2.5	-3.4
40	Cc1c(Cl)cccc1NC(=O)Cn1cc(C(F)(F)F)cc(Cl)c1=O	-6.4	2.9	·	·

No.	INS-1E GSIS act	Statin myotox sup	PAX8 reporter	PglD inh
31	-16.6	·	13.9	14.9
32	-20.4	4.5	·	0.0
33	-25.8	·	4.9	·
34	-14.9	·	-2.5	·
35	19.9	6.4	-84.2	3.2
36	17.9	1.2	3.4	0.0
37	14.0	2.1	2.3	-0.4
38	-10.7	-2.1	4.6	1.4
39	2.0	-38.2	24.4	1.6
40	3.3	·	0.7	·

(next part)
No.	structure	LGR2 antag	ARNT TACC3 PPI	PGC1a acetyl inh	Cneo AK release
41	CC(=O)Nc1ccc(NC(=O)C(Cc2ccccc2)NC(=O)C2CCCCC2)cc1 (stereo not drawn)	14.2	-8.1	-9.0	-0.9
42	C[C@H]1CN([C@@H](C)CO)C(=O)c2cc(N(C)C)ccc2O[C@H]1CN(C)Cc1ccc(C(=O)O)cc1	5.3	·	4.9	-21.0
43	O=S(=O)(N[C@@H]1CCCN(Cc2ccc(OCCO)cc2)C1)c1cccc2cccnc12	·	80.3*	-11.3	-5.9
44	Cn1c(Cc2cccs2)nnc1SCC(=O)Nc1ccccc1	-11.5	8.7	·	-0.8
45	O=C(Cc1ccccc1Cl)N1CCN(c2ncccn2)CC1	-23.8	9.7	-25.8	5.2
46	CCCCCc1c(C)nc(Nc2nc(C)c3cc(OC)ccc3n2)[nH]c1=O	·	-0.5	-7.6	2.9
47	Nc1ccccc1NC1CCCCC1	17.0	25.7	·	·
48	NNC(=O)c1ccc(CSc2nc3ccccc3s2)cc1	-41.8	-10.5	15.0	0.7
49	C[C@@H]1CCCCO[C@H](CN(C)S(=O)(=O)c2ccc(F)cc2)[C@@H](C)CN([C@H](C)CO)C(=O)c2cc(NC(=O)NC3CCCCC3)ccc2O1	6.4	-11.3	5.0	0.7
50	CC1=NN(C(=O)COc2ccccc2)C(O)(c2ccccc2)C1 (stereo not drawn)	-19.4	-5.7	·	1.4

No.	INS-1E GSIS act	Statin myotox sup	PAX8 reporter	PglD inh
41	5.7	·	-1.3	6.2
42	8.3	-3.1	-5.0	-1.4
43	·	·	·	0.5
44	19.2	0.5	7.3	0.0
45	5.4	-8.3	2.3	2.7
46	·	·	·	3.3
47	-6.5	·	-6.1	·
48	11.8	17.0	-24.4	0.0
49	5.7	·	-16.1	2.0
50	1.3	4.7	-9.6	-1.7

(more compounds)
No.	structure	LGR2 antag	ARNT TACC3 PPI	PGC1a acetyl inh	Cneo AK release
51	CC(=O)Nc1ccccc1-c1nc2ccc(C(=O)N3CCN(c4cccc(C)c4)C(C)C3)cc2[nH]c1=O (stereo not drawn)	15.5	25.4	-13.3	-0.2
52	O=C(CCCN1C(=O)/C(=C/c2ccccc2Cl)SC1=S)NNC(=O)c1ccncc1	14.3	-2.9	·	·
53	CCn1c(C(O)c2cc(OC)c(OC)c(OC)c2)nc2ccccc21 (stereo not drawn)	-5.8	-0.4	2.5	-0.3
54	COc1ccc(CCn2c(-c3ccc(C(C)(C)C)cc3)n[nH]c2=S)cc1OC	-2.5	1.7	·	-0.1
55	O=C(C1CC1)N1[C@H](CO)[C@@H]2c3ccccc3N(S(=O)(=O)c3ccccc3)C[C@@H]21	-6.3	6.2	8.4	0.6
56	COCC(=O)N1CC[C@@H]2[C@H](CO)Nc3ccc(C#Cc4cccc(F)c4)cc3[C@@H]21	-7.9	-5.2	1.7	3.3
57	CC(=O)CC(c1ccccc1)S(=O)(=O)c1ccc([N+](=O)[O-])cc1 (stereo not drawn)	-0.1	-3.8	·	2.5
58	Cc1noc(C)c1NC(=O)N(C)C[C@H]1Oc2ncc(C#CCN(C)C)cc2C(=O)N([C@@H](C)CO)C[C@H]1C	4.9	-0.6	3.4	1.0

No.	INS-1E GSIS act	Statin myotox sup	PAX8 reporter	PglD inh
51	·	11.0	-17.4	-7.7
52	12.9	·	1.0	·
53	1.6	11.7	-1.7	2.7
54	8.6	·	8.4	-1.6
55	21.9	14.6	4.0	11.0
56	16.8	-34.9	-4.6	-1.8
57	6.2	-2.7	-10.2	1.2
58	8.9	8.9	·	2.2
